Vif-APOBEC3G blk – Vif-A3G binding inhibition. Q9HC16. HeLa A3G-eYFP + Vif (tagged APOBEC3G with the HIV-1 protein that degrades it), YFP fluorescence, overnight. Potency, µM (series often up to 46.1 µM), for inactives: at the highest dose activity, negative = active, usual class: inhibitors. hit rate 0.076% among 410,000. AID 602310;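 also: potency is read from the fitted curve at half-maximal effect; % is scaled to controls: 0 for no effect and ±100 for the full control effect; nearly all actives have a fitted effect of over 60% in size; hits raise eYFP signal because A3G escapes Vif-driven loss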
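Read-out is eYFP fluorescence (Ex 488/Em 500-530) from Vif-expressing HeLa A3G-eYFP cells; more signal means A3G escaped Vif-mediated degradation. Cells plated overnight, compound pinned in, incubated overnight at 37 deg C.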
ERG-DNA inh – ERG Ets/DNA interaction inhibition; P11308; fluorescence polarization, His-ERG Ets domain / labelled DNA; Potency, µM (top dose mostly 76.9 µM), inactives show at the top dose FP activity, negative = inhibition, usual class: inhibitors; hit rate 0.028% among 370,000; active = well fitted inhibition curve with a large enough effect in the polarisation, with a control signal flat; inconclusive = small, poorly fitted or top-dose-only effect, or effect the other way, or a change in a side signal; inactive = no such curve, though single readings can be large or run the other way; the % refers to the polarisation;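 also: polarization taken with two DNA probes labelled with fluorescein and Texas red; potency is read from the fitted curve at half-maximal effect; % of control where 0% means no effect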
Target sequence (P11308 whole entry, looked up, the tested form may be a part): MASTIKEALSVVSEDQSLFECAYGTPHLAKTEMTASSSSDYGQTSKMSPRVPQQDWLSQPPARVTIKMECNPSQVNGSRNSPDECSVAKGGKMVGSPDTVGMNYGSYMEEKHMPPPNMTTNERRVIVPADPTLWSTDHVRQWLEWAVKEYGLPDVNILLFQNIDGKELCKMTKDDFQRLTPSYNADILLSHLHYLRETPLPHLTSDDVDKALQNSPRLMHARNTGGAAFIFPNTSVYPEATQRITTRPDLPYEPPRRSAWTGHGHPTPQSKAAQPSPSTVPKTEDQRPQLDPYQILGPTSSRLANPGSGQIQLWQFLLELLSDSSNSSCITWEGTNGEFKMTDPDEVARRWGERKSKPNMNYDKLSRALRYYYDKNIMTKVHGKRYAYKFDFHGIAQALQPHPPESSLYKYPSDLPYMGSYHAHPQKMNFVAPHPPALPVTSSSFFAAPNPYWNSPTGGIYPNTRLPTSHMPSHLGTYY
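His-tagged ERG Ets domain (1 uM in the protein solution; 300mM KCl, 50mM Tris-HCl, 1mM EDTA, 1mM DTT, pH 7.5) received compound, then a probe mix of 5 nM fluorescein-DNA and 100nM Texas-615-DNA. Fluorescence polarization was read for both dyes.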
Glioma ERSR ind – inducers of ER stress response in human glioma cells; U87-MG GRP78 promoter luciferase reporter, 16 h; hit rate 0.02% among 420,000; AID 602332; Potency, µM, inactives show at the top dose activation, most hits filed as activators; also: potency is read from the fitted curve at half-maximal effect; series mostly up to about 76 µM; % of control where 0% means no effect; nearly all actives have a fitted effect of over 35% in size
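Stably transfected U87-MG human glioma cells carrying a GRP78-based luminescent sensor were seeded at 1000 cells/well, pin-dosed with compounds and incubated 16 h. Luciferase reagent was then added, and end-point luminescence was read after 10 min at room temperature.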
Vif-A3F inh – inhibitors of Vif-A3F interaction; HeLa A3F-eYFP + Vif (tagged APOBEC3F with the HIV-1 protein that degrades it), YFP fluorescence increase; Potency, µM (series often up to 46.1 µM), inactives show at the top dose activity, negative = active; hit rate 0.2% among 390,000; AID 602313; also: potency is read from the fitted curve at half-maximal effect; % of control where 0% means no effect; nearly all actives have a fitted effect of over 65% in size
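Fluorescence increase (Ex 488/Em 500-530) after overnight compound treatment at 37 deg C flags inhibition of Vif-driven A3F-eYFP loss in stable HeLa A3F-eYFP/Vif cells seeded overnight beforehand.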
ALOX12 inh – ALOX12 (human) lipoxygenase inhibition. P18054. AID 1671190. hit rate 1.1% among 580,000. Potency, µM (doses to about 108 µM), for inactives: top-dose activity change, negative = inhibition, actives largely listed as inhibitors. purified 12hLO, xylenol orange hydroperoxide absorbance; also: potency is read from the fitted curve at half-maximal effect; % is scaled to controls: 0 for no effect and ±100 for the full control effect
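Hydroperoxide product was detected by ferrous iron/xylenol orange as the 573 to 405 nm absorbance ratio. Arachidonic acid at 40 uM (final) was turned over for 30 min at room temperature by 150 nM human 12hLO, pH 7.0 Hepes buffer, after 15 min compound preincubation.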
D2 agonist – agonists of human D2 dopamine receptor; P14416; HEK293 T-REx D2 cells, calcium flux agonist mode; activation, % at 2 µM; hit rate 0.53% among 340,000;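 active = activation over 3 SD above normal in the single-dose calcium agonist read, cut at about 30% in these data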; also: 0% is about no effect
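Tetracycline-induced HEK293 T-REx cells with force-coupled D2 receptor, plated overnight at 30 C, loaded with no-wash calcium dye. After a 10 s baseline, compound was pin-added and calcium flux read kinetically for 180 s; calcium rises flagged agonists.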
RGS4 inh – human RGS4 inhibition. P49798. Transcreener GDP fluorescence polarization, RGS4-accelerated GTP hydrolysis. Potency, µM (series often up to 114 µM), inactives show at the highest dose activity change, negative = inhibition, hits mostly inhibitors. hit rate 0.039% among 390,000. AID 504845; also: potency is read from the fitted curve at half-maximal effect; % is scaled to controls: 0 for no effect and ±100 for the full control effect; nearly all actives have a fitted effect of over 75% in size; some results filed as inactive show a strong effect at the top dose
Target sequence (P49798 whole entry, looked up): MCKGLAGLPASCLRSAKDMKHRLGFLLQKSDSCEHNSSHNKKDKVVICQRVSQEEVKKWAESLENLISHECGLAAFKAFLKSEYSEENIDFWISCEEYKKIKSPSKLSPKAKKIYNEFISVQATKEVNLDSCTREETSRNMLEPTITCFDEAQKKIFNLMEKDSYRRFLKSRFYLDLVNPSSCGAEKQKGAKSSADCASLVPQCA
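MLSMR compounds (23 nl, pin-transferred) preincubated 10 min at room temperature with a 500nM (2x) first reagent, then RGS4 at 900nM (2x) plus Transcreener GDP mix added; fluorescence polarization (620/688 nm) read before and after 90 min at 30 °C.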
D2 antagonist – antagonists of human D2 dopamine receptor; hit rate 2% among 340,000; P14416; HEK293 TREx D2 cells, calcium flux, dopamine EC80; AID 485344; inhibition, % at 10 µM; in the data active = inhibition above about 30%; also: 0% is about no effect
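Tetracycline-induced HEK293 T-REx cells expressing D2 force-coupled to calcium signalling were dye-loaded, exposed to compound for 180 s, then challenged with an EC80 of dopamine; calcium flux was followed kinetically for a further 180 s.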
LDHA block – inhibitors of human lactate dehydrogenase A | purified LDHA, NADH/diaphorase-resazurin fluorescence; stronger effect = lower value | activity change, % (values are at about 110 or 230 µM) | hit rate 0.15% among 480,000; in the data active = activity change below about -30%; inconclusive = mostly about -25% to -30%;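 also: plate controls were DMSO wells for no effect and wells without enzyme for full effect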
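LDH5 2 nM; NADH 0.06 mM, pyruvate 0.2 mM; 200 mM Tris pH 7.4, EDTA, Tween-20; 5 min RT. Detection: diaphorase 0.133 mg/mL + resazurin 37 µM, fluorescence ex540/em590 at 0 and 20 min; normalized to enzyme-free and DMSO wells.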
Starred values were filed as active, the others as inactive; ? = inconclusive; / = no result given; [ ] = dose if it differs, or a comment. Unless noted, calls follow the shape of the dose curve; as a rule, active = well fitted curve in the direction sought with a large enough effect; inconclusive = small, poorly fitted or top-dose-only effect, or another doubt; inactive = no such curve, though single readings can be large; an effect the other way counts as inactive or inconclusive. Not all compounds are listed, so the mix of outcomes need not match the whole.

Value order – Vif-APOBEC3G blk	ERG-DNA inh	Glioma ERSR ind	Vif-A3F inh	ALOX12 inh	D2 agonist	RGS4 inh	D2 antagonist	LDHA block
1	COc1ccc(-n2nc(C)c3c(C(F)(F)F)cc(-c4cccnc4)nc32)cc1
    -4%	-1%	-1%	-2%	0%	0.2	0%	/	3
2	CC1CCCN(C(=O)Cn2nnc(-c3ccc(F)cc3)n2)C1 (centres undefined)
    1%	-9%	0%	-15%	0%	-2.9	24%	-14	-1
3	COc1ccc(CCNc2ccc(N3C(=O)CC(C)C3=O)cc2[N+](=O)[O-])cc1OC (centres undefined)
    1%	23%	-1%	4%	-27%	1.4	-7%	-4	0
4	O=C(NCc1nc2ccccc2[nH]1)C1=C[C@H](c2ccccc2)C[C@H](OCc2ccc(CO)cc2)O1
    -3%	-2%	3%	3%	2%	0.2	4%	11	-2
5	COc1cc([N+](=O)[O-])ccc1NC(=O)NCc1ccccn1
    5%	2%	6%	0%	-1%	0.7	40%	-3	0
6	O=C(COc1ccccc1Cl)N1CCN(C(=O)c2ccco2)CC1
    -1%	-18%	-3%	-7%	0%	1.4	-19%	-19	-9
7	CC(C)COC(=O)Cn1cnc2ccc(Br)cc2c1=O
    -9%	1%	4%	-4%	19%	0.2	-21%	17	-2
8	Cc1ccc(-c2cc(C(F)(F)F)n3nc(C(=O)Nc4sc5c(c4C#N)CCC(C)C5)cc3n2)cc1 (centres undefined)
    1%	-4%	0%	3%	-19%	0.1	-5%	/	-5
9	CCOc1cc(/C=N/N=C(N)N)ccc1OCc1ccc(Cl)cc1
    -8%	4%	-13%	-3%	?	-0.1	-7%	4	0
10	Cc1nnc(SCC(=O)NC2CC2)n1CCc1ccccc1
    2%	-7%	0%	5%	26%	1.5	-15%	8	2
11	CC(C)(C)c1ccc(/C=N/NC(=S)NCc2ccccc2)cc1
    2%	0%	-3%	-6%	45µM*	0.2	1%	-5	-3
12	Cc1ccc2nc(N3CC(C)OC(C)C3)nc(-c3ccccc3)c2c1 (centres undefined)
    6%	0%	-1%	-24%	24%	0.3	-10%	2	2
13	CC(C)c1nnc(NC(=O)CCC(=O)Nc2ccc(Cl)cc2)s1
    0%	0%	-5%	-7%	-21%	-0.2	1%	41*	-2
14	Cc1ccccc1C(=O)Nc1ccc2nc(SCC(=O)N3CCc4ccccc43)sc2c1
    -2%	6%	2%	-1%	-26%	4.6	-4%	/	-3
15	C=Cc1ccc(Cn2c(C(=O)O)c(CNCc3cc(OC)ccc3OC)c3ccc(C)cc32)cc1
    0%	7%	-3%	2%	?	0.2	-1%	/	2
16	CCOC(=O)C1(CC2CCCCO2)CCN(C(=O)Nc2ccc(C)c(C)c2)CC1 (centres undefined)
    -4%	11%	5%	-33%	6%	-0.7	-18%	-5	1
17	CCOc1ccccc1-n1c(=S)sc2c(=O)n(-c3ccc(F)cc3)c(SCC(=O)O)nc21
    0%	5%	-4%	2%	-32%	0.7	4%	-18	-2
18	O=C(/C=C/c1cccc(F)c1)OCC(=O)N1CCc2ccccc21
    0%	-3%	-2%	11%	201%[activator]	/	7%	/	-2
19	Cc1cccc(C(=O)O[C@H]2[C@H](C)NS(=O)(=O)[C@H]3CC4C=C[C@]23O4)c1
    4%	0%	-5%	-2%	-9%	/	16%	/	-5
20	COc1ccc2nc(SC)cc(C)c2c1
    1%	10%	-2%	3%	0%	0.4	29%	-12	-4
21	FC(F)(F)c1cc(C(F)(F)F)n2nc(-c3sccc3-n3cccc3)cc2n1
    -1%	2%	-1%	7%	0%	0.5	-28%	8	3
22	Cc1occc(=O)c1OC(=O)Nc1ccc(Cl)c(Cl)c1
    -10%	0%	-2%	-11%	?	-0.1	-17%	-6	1
23	Cn1cnc2c1c(=O)n(Cc1ccc(F)cc1Cl)c(=O)n2C
    0%	-8%	-1%	-1%	-20%	0.9	-7%	-2	-3
24	O=c1c(-c2ccccc2)c(O)cc(-c2ccncc2)n1-c1ccc(Cl)cc1
    0%	-1%	-5%	-3%	-6%	1.0	21%	-17	-9
25	NNc1nc2cccnc2n(CCNc2ncc(C(F)(F)F)cc2Cl)c1=O
    0%	1%	-4%	-6%	-11%	-0.3	?	-6	-9
26	CC(=O)c1cc(-c2ccccc2)n(CCC(=O)NC2CCCC2)c1C
    -1%	10%	3%	7%	0%	-0.5	11%	0	3
27	CCc1noc(C)c1C(=O)N1CCN(S(=O)(=O)c2cccc(C(F)(F)F)c2)CC1
    6%	-4%	-4%	0%	6%	0.2	-6%	-22	-3
28	O=C(NC1CC(=O)N(c2ccccc2)C1)C1CCCCC1 (centres undefined)
    5%	0%	-3%	1%	-22%	0.7	12%	/	-4
29	CCc1nn(Cc2c(C)cc(C)cc2C)c(=O)c2cc3cc(C)ccc3n12
    6%	-5%	-1%	-5%	-17%	-0.6	21%	/	-4
30	Cc1nnc(NC(=O)CCC(=O)NC2CCCCCCC2)s1
    7%	2%	-1%	6%	-11%	0.1	0%	8	-11

Profiles from above. Order of screens: Vif-APOBEC3G blk | ERG-DNA inh | Glioma ERSR ind | Vif-A3F inh | ALOX12 inh | D2 agonist | RGS4 inh | D2 antagonist | LDHA block
`Cc1occc(=O)c1OC(=O)Nc1ccc(Cl)c(Cl)c1` is listed as -10% | 0% | -2% | -11% | ? | -0.1 | -17% | -6 | 1
`COc1cc([N+](=O)[O-])ccc1NC(=O)NCc1ccccn1` is listed as 5% | 2% | 6% | 0% | -1% | 0.7 | 40% | -3 | 0
`O=C(COc1ccccc1Cl)N1CCN(C(=O)c2ccco2)CC1` is listed as -1% | -18% | -3% | -7% | 0% | 1.4 | -19% | -19 | -9
`CC1CCCN(C(=O)Cn2nnc(-c3ccc(F)cc3)n2)C1` (centres undefined) is listed as 1% | -9% | 0% | -15% | 0% | -2.9 | 24% | -14 | -1
`Cc1ccccc1C(=O)Nc1ccc2nc(SCC(=O)N3CCc4ccccc43)sc2c1` is listed as -2% | 6% | 2% | -1% | -26% | 4.6 | -4% | / | -3

Following part.
Value order – Vif-APOBEC3G blk	ERG-DNA inh	Glioma ERSR ind	Vif-A3F inh	ALOX12 inh	D2 agonist	RGS4 inh	D2 antagonist	LDHA block
31	CC1CCCN(c2nc(NCc3ccco3)nc(N)c2[N+](=O)[O-])C1 (centres undefined)
    -1%	0%	-4%	-5%	-28%	/	-41%	/	-5
32	O=C(NNC(=S)Nc1ccccc1)c1cccc(Br)c1
    -5%	-17%	6%	0%	14%	-0.1	-43%	-1	-3
33	OC[C@H]1O[C@@H](Oc2ccc3cc(Br)ccc3c2)[C@H](O)[C@@H](O)[C@H]1O
    0%	7%	2%	1%	-8%	0.1	-9%	-8	-2
34	Cc1ccc(NC(=O)c2cccc(C(F)(F)F)c2)cc1NC(=O)c1[nH]cnc1C(N)=O
    -8%	-6%	-4%	-12%	19%	0.6	0%	-2	-9
35	Cc1ccccc1-n1c(SC(C)C(=O)NCC2CCCO2)nnc1-c1ccncc1 (centres undefined)
    -5%	2%	2%	5%	7%	/	-3%	/	-4
36	CCOC(=O)C(C)n1cnc2c(nnn2-c2cccc(Cl)c2)c1=O (centres undefined)
    2%	5%	8%	-4%	9%	-0.2	-9%	4	2
37	O=C(Cc1ccc(S(=O)(=O)N2CCOCC2)s1)Oc1ccc(F)cc1
    -2%	6%	2%	-32%	?	0.6	-20%	3	4
38	COc1ccccc1Oc1cc(-n2nc(C)cc2C)ncn1
    -6%	7%	-3%	3%	6%	-6.8	4%	17	-2
39	Cc1cc(C)cc(NC(=O)C2CCC(CNC(=O)[C@@H]3Cc4ccccc4CN3)CC2)c1 (some centres undefined)
    -6%	20%	-3%	3%	-18%	0.8	23%	-7	-1
40	Cc1ccc(Cl)cc1N1CCN(C(=O)c2cccn2-c2nnc(N3CCCCC3)s2)CC1
    2%	22%	-4%	-1%	-11%	0.0	-9%	/	1
41	Cc1ccc(S(=O)(=O)NC2CC(C)(C)NC(C)(C)C2)c(C)c1C
    6%	-3%	1%	3%	0%	-0.1	16%	0	-8
42	COc1ccc(C(=O)NCCNC(=O)c2ccccn2)cc1
    3%	8%	-3%	-5%	-2%	-0.4	-33%	7	-3
